High-throughput results (PubChem BioAssay)
DRD3 agonist = qHTS of D3 Dopamine Receptor Agonist: qHTS; D(3) dopamine receptor (Homo sapiens), P35462; D3R DiscoveRx beta-arrestin cells, luminescence, 90 min; max activation, %; hit rate 0.58% among 410,000; AID 652048, 2013; in the data active = max activation above about 30%; also: 0% is about no effect; mostly tested at two doses, the higher about 12 µM
Target sequence (P35462 whole entry, looked up): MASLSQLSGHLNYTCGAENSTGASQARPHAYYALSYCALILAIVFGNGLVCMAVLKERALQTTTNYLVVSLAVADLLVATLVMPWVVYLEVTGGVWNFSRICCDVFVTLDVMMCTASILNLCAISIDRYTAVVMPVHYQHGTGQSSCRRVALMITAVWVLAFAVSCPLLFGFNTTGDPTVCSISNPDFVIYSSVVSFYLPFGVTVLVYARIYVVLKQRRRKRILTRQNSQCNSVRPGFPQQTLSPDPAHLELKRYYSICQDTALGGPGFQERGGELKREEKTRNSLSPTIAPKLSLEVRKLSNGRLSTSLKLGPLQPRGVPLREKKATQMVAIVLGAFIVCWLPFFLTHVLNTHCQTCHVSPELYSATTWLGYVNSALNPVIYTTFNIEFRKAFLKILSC
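Cells at 1500/well, incubated overnight, then treated with pinned compounds (dopamine as control) for 90 min at 37 degrees C. DiscoveRx reagent added for 30 - 60 minutes at room temperature; luminescence read.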
PTHR1 agonist = qHTS for PTHR1 Agonists: Primary Screen. Parathyroid hormone/parathyroid hormone-related peptide receptor (Homo sapiens), Q03431. HEK293 GP2 PTHR1 cells, GloSensor cAMP luminescence, 1 h. Potency, µM (series often up to 115 µM), inactives show at the highest dose activation, hits mostly activators. hit rate 0.075% among 410,000. AID 743266, 2014; also: potency is read from the fitted curve at half-maximal effect; nearly all actives have a fitted effect of over 55% in size; some results filed as inactive show a strong effect at the top dose; inactives centre near -15; many of its hits are not listed in these tables
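HEK-293-derived GP2 cells expressing PTHR1 and a GloSensor cAMP reporter, 3,000/well, plated overnight, given luciferin plus IBMX (each 0.5 mM as added) for 1 h at 37 °C, then compound for 1 h at 37 °C. Luminescence was read after 15 min at room temperature.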
KB-V1 cytotox = qHTS assay for MDR1-selective chemotherapeutics: Primary screen using the drug-selected MDR subline cells KB-V1 | hit rate 3.4% among 400,000 | Potency, µM (titrated, usually from 46.1 µM), for the others: top-dose activity change, negative = cytotoxicity, hits mostly cytotoxic | KB-V1 MDR cells viability, CellTiter-Glo, 72 h; also: potency is read from the fitted curve at half-maximal effect; % is scaled to controls: 0 for no effect and ±100 for the full control effect; nearly all actives have a fitted effect of over 60% in size
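KB-V1 cells (P-gp-expressing MDR subline of KB-3-1) in phenol-red-free DMEM with 10% FBS were exposed to library compounds over a concentration series for 72 h at 37 degrees C. Viability read by CellTiter-Glo luminescence; concentration-effect curves fitted after normalization.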
aSyn rescue = qHTS of alpha-syn Inhibitors. Yeast expressing alpha-synuclein, growth rescue, BacTiter-Glo, 24 h. Potency, µM (series often up to 46.1 µM), inactives show top-dose growth rescue (activation), usual class: activators. hit rate 0.14% among 370,000. AID 652106, 2013; also: potency is read from the fitted curve at half-maximal effect; % of control where 0% means no effect; nearly all actives have a fitted effect of over 65% in size
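Rescue of yeast growth: cells expressing toxic alpha-synuclein, induced in galactose at OD600 0.02, incubated with compound 24 h at 30 C. ATP luminescence quantified growth; inhibitors of toxicity appear as activators.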
DRD3 antagonist = qHTS of D3 Dopamine Receptor Antagonist: qHTS; max response, negative = inhibition, %; D3R cells, DiscoveRx beta-arrestin luminescence, antagonist mode; hits give low values; hit rate 2.5% among 360,000; in the data active = max response below about -50%; inconclusive = no clear call, values can overlap the other calls; also: % is scaled to controls: 0 for no effect and ±100 for the full control effect; mostly tested at two doses, the higher about 12 µM
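Cells plated overnight at 1500 cells/well, then exposed to library compounds with dopamine controls for 90 minutes at 37 degrees C. DiscoveRx reagent added for 30–60 minutes at room temperature; luminescence read, quantitative HTS format.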
TDP-43 yeast inh = qHTS of TDP-43 Inhibitors; TDP-43 expressing yeast growth rescue, BacTiter-Glo, 24 h; Potency, µM (highest dose often 46.1 µM), for inactives: at the top dose growth rescue (activation), actives largely listed as activators; hit rate 1.8% among 410,000; AID 652104, 2013; also: potency is read from the fitted curve at half-maximal effect; % of control where 0% means no effect; nearly all actives have a fitted effect of over 50% in size
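Galactose-induced TDP-43 yeast, OD600=0.02, compound pinned; 24 hr, 30 deg C; BacTiter-Glo luminescence for growth. Inhibitors of TDP-43 toxicity read as activators.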
HEK293 tox = qHTS of GLP-1 Receptor Inverse Agonists: Cytotox Screen; HEK293 cAMP-luciferase reporter cells, luminescence, 24 h; Potency, µM (series often up to 38.3 µM), without a hit: at the top dose activity change, negative = inhibition, most hits filed as inhibitors; hit rate 0.13% among 410,000;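 also: loss of luciferase light is scored as toxicity; potency is read from the fitted curve at half-maximal effect; % is scaled to controls: 0 for no effect and ±100 for the full control effect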
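Seeding density was 200 cells/uL; after overnight-length (12 h) culture, 23 nL compounds went on for 24 h at 37 °C. Readout used a luciferase detection reagent, luminescence taken after 12 min at room temperature.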
GLP-1R inv ag = qHTS of GLP-1 Receptor Inverse Agonists (Inhibition Mode). Glucagon-like peptide 1 receptor (Homo sapiens), P43220. HEK293 GLP-1R CRE-luciferase, luminescence, 24 h; GLP-1R form is constitutively active. Potency, µM (doses to about 38.3 µM), without a hit: at the highest dose activity change, negative = inhibition, most hits filed as inhibitors. hit rate 1.6% among 410,000; also: potency is read from the fitted curve at half-maximal effect; % is scaled to controls: 0 for no effect and ±100 for the full control effect; nearly all actives have a fitted effect of over 55% in size
Target sequence (P43220 whole entry, looked up): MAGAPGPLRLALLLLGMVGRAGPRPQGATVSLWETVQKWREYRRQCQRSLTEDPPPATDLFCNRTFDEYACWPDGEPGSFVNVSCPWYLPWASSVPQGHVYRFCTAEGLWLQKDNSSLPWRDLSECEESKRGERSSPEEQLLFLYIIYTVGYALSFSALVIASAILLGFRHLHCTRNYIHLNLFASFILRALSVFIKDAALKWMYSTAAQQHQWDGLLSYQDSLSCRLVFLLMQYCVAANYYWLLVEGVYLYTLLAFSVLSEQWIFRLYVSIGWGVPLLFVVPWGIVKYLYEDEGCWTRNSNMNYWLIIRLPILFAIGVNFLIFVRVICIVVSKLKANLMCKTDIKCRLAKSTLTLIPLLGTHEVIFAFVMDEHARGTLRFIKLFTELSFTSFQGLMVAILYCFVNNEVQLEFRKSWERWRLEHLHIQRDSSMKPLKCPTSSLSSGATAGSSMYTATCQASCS
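Inverse agonists were sought by their lowering of basal cAMP reporter luciferase output in HEK293 cells stably carrying constitutively active human GLP-1R, after 24 h compound treatment.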
GLP1R ag = qHTS of GLP-1 Receptor Agonists; Glucagon-like peptide 1 receptor (Homo sapiens), P43220; HEK293 GLP-1R CRE-luciferase, luminescence, 4-6 h; cells express a hypersensitive GLP-1R form; Potency, µM (top dose mostly 45.6 µM), for the others: top-dose activation, most hits filed as activators; hit rate 0.007% among 380,000; also: potency is read from the fitted curve at half-maximal effect; % of control where 0% means no effect
Numbers without * were called inactive; i = inactive; ? = inconclusive; . = no result given; & = joins results of further samples; [ ] = dose if it differs, or a comment. Unless noted, calls follow the shape of the dose curve; as a rule, active = well fitted curve in the direction sought with a large enough effect; inconclusive = small, poorly fitted or top-dose-only effect, or another doubt; inactive = no such curve, though single readings can be large; an effect the other way counts as inactive or inconclusive. This is a subset (hit frequency here may not be typical).

SMILES	DRD3 agonist	PTHR1 agonist	KB-V1 cytotox	aSyn rescue	DRD3 antagonist	TDP-43 yeast inh	HEK293 tox	GLP-1R inv ag	GLP1R ag
O=C(Cn1c2ccc(F)cc2c2nc3n(c(=O)c21)CCS3)N1CCCC1	19	-14%	-7%	-1%	-7	-23%	-21%	-6%	2%
COc1cc2c(cc1OC)C(NNC(=O)c1ccc(Br)o1)=NC(C)(C)C2	-2	i	-29%	3%	25	6%	-6%	71%[activator]	28%
Cc1ccc(NC(=O)c2nc[nH]c2C(=O)N(C)CCO)cc1	-4	i	4%	-1%	-21	15%	9%	17%	-4%
COc1ccc(CCNC(=O)CCN2C(=O)COc3ccc(C)cc32)cc1OC	-3	-36%[inhibitor]	?	1%	-65*	8.9µM*	-10%	-3%	0%
CCS(=O)(=O)N1CCC(c2nc(-c3ccc(C(F)(F)F)cc3)no2)CC1	-20	-30%	-20%	-11%	-2	-25%	-3%	0%	1%
CCCCCCN1CCN(C2CN(CCc3ccccc3)S(=O)(=O)C2)CC1 (stereo unspecified)	-13	i	14%	0%	?	27%	3%	-36%	-5%
O=C1c2c(O)cc(O)cc2O[C@H](c2ccc(O)c(O)c2)[C@H]1O	11	-33%[inhibitor]	9%	-4%	12	3%	8%	0%	2%
Cc1ccc(NC(=O)C(=O)NCc2ccc(Cl)cc2)cc1	5	-33%	17%	.	.	13%	-5%	3%	.
CCNC(=O)CC1C(=O)N(c2ccc(F)cc2)C(=O)N1Cc1ccc(C)cc1 (stereo unspecified)	6	i	19%	.	.	7%	-13%	-2%	.
CC1=NN(C(N)=S)C(=O)C1N=Nc1ccc([N+](=O)[O-])cc1 (stereo unspecified)	-1	-18%	10%	-10%	-15	-22%	?	?	-3%
Cc1ccc(C(=O)OCC(=O)N2CCC(C)CC2)cc1S(=O)(=O)N1CCCCC1	2	-43%	?	2%	18	-1%	2%	?	13%
COCCN(C(=O)COC(=O)Cc1ccc(Cl)cc1)c1c(N)n(Cc2ccccc2)c(=O)[nH]c1=O	5	i	18%	1%	4	23%	-17%	13%	-3%

Four entries from above, reformatted:
The line under a structure holds: DRD3 agonist | PTHR1 agonist | KB-V1 cytotox | aSyn rescue | DRD3 antagonist | TDP-43 yeast inh | HEK293 tox | GLP-1R inv ag | GLP1R ag
> O=C(Cn1c2ccc(F)cc2c2nc3n(c(=O)c21)CCS3)N1CCCC1
  19 | -14% | -7% | -1% | -7 | -23% | -21% | -6% | 2%
> COc1cc2c(cc1OC)C(NNC(=O)c1ccc(Br)o1)=NC(C)(C)C2
  -2 | i | -29% | 3% | 25 | 6% | -6% | 71%[activator] | 28%
> Cc1ccc(NC(=O)c2nc[nH]c2C(=O)N(C)CCO)cc1
  -4 | i | 4% | -1% | -21 | 15% | 9% | 17% | -4%
> COc1ccc(CCNC(=O)CCN2C(=O)COc3ccc(C)cc32)cc1OC
  -3 | -36%[inhibitor] | ? | 1% | -65* | 8.9µM* | -10% | -3% | 0%

(cont.)
SMILES	DRD3 agonist	PTHR1 agonist	KB-V1 cytotox	aSyn rescue	DRD3 antagonist	TDP-43 yeast inh	HEK293 tox	GLP-1R inv ag	GLP1R ag
C=C1CCN([C@H](C(=O)NCc2ccc(Cl)c(Cl)c2)C(C)C)S(=O)(=O)c2ccccc21	-12	i	-2%	-2%	-22	-12%	0%	10µM*	-7%
CCC(CC)C(=O)Nc1ccc(C)c(O)c1	-6	-22%	-23%	-19%	-12	9%	18%	0%	-4%
O=C1NC2c3c(I)sc(I)c3C(=O)C2O1 (stereo unspecified)	3	-41%[inhibitor]	-36%	11%	0	8%	?	?	-1%
Cc1cccn2c(=O)c(/C=C(\C#N)c3nc4ccccc4n3C)c(Oc3ccc(Cl)cc3)nc12	6	i	-2%	.	.	-3%	259%[activator]	10%	.
Cc1ncoc1C(=O)Nc1ncc([N+](=O)[O-])s1	-4	-35%[inhibitor]	?	-25%	?	-13%	-27%	?	-1%
Cc1c(NC(=O)CSc2ncnc3ccccc23)c(=O)n(-c2ccccc2)n1C	1	-18%	13%	2%	-16	10%	11%	9%	-17%
COc1ccc(OC)c(/C(O)=C/C(=O)C(=O)Nc2cc(C)ccc2OC)c1	-5	i	-26%	-9%	-57*	12%	-12%	8%	-10%
CCc1ccc(NC(=O)c2ccc3c(c2)nnn3CC)cc1	-12	-16%	-8%	.	.	16%	-7%	-1%	.
CCOc1cc(N2CCOCC2)c(OCC)cc1NC(=O)c1ccc(F)c(S(=O)(=O)N2CCOCC2)c1	3	i	1%	-11%	10	-12%	-9%	-9%	-13%
O=C(NN=C1CCCC1)c1ccc(Br)cc1	-13	-36%[inhibitor]	8%	-2%	-13	3%	-1%	15%	5%
CCOc1ccccc1C(=O)N/N=C/c1cccc2cccnc12	10	i	?	11%	16	-2%	?	?	?
COc1cccc(NC(=O)CSc2nnc(-c3ccoc3C)n2C)c1	21	-7%	-7%	-2%	2	5%	-8%	-12%	5%
Cc1ccc(S(=O)(=O)N(C)C)cc1NC(=O)COC(=O)c1ccc2c(c1)OCO2	-4	-5%	-2%	-1%	-30	10%	23%	3%	8%
O=C(O)c1cccc(NC2=C(N3CCOCC3)C(=O)c3ccccc3C2=O)c1	-20	-13%	11%	0%	-30	-22%	0%	13%	-6%
COC(=O)c1ccc(OCC(=O)Nc2nn(-c3ccccc3)nc2C(N)=O)cc1	-8	?	-2%	-7%	15	-28%	2%	44%[activator]	-1%
COc1cc2oc3ccccc3c(=O)c2cc1OC	0	-2%	?	?	5	16µM*	-4%	103%[activator]	?
COc1ccc2oc(-c3ccc(C)c(NC(=O)COc4cc(C)cc(C)c4)c3)nc2c1	-3	i	4%	.	.	-5%	0%	-1%	-1%
CC(=O)c1cccc(Oc2cc(NN3CCCCC3)c([N+](=O)[O-])cc2[N+](=O)[O-])c1	7	-24%	-15%	5%	3	1%	?	10µM*	18%
CN(C)CCOC1c2ccccc2-c2ccccc21	-12	-25%	-1%	2%	-17	-7%	2%	-24%	-9%
CC(C)(C)OC(=O)NCCCCCNC(=O)c1ncn2c1c(=O)[nH]c1ccccc12	6	-5%	-2%	-2%	0	22%	1%	33%[activator]	8%
CC(=O)c1ccc(NS(=O)(=O)c2ccc3c(c2)NC(=O)CCS3)cc1	6	i	-2%	2%	.	12%	3%	-10%	-8%
Cc1cccc(OCC(=O)Nc2cc(C)c(C)cc2O)c1	7	-2%[57.5 µM]	7%	-7%	8	-12%	7%	0%	-1%
CC1CC(C)CN(C(=O)CNS(=O)(=O)c2ccc(Br)s2)C1 (stereo unspecified)	-1	i	-23%	?	-11	-11%	-1%	-27%	6%
Cc1cc(C)c(NC(=O)c2ccc(S(=O)(=O)N3CCOCC3)cc2)c(C)c1	1	-6%	23%	1%	8	24%	8%	2%	-5%
COC(=O)c1cc(NC(=O)c2ccc(F)cc2)cc(C(=O)OC)c1	-3	-16%	-13%	0%	-25	-4%	15%	0%	4%
COCCNC(=O)c1cccc(OC2CCN(Cc3ccc(OC(F)F)cc3)CC2)c1	-16	-19%	?	-1%	-29	-5%	-13%	?	-6%
O=C(NC(=S)NCCO)c1cn(-c2ccccc2)nc1-c1ccccc1	3	0%	15%	-1%	-28	-11%[0.397 µM]	-5%	58%[activator]	7%
O=C(C1CCC1)N1CCc2cc(S(=O)(=O)N3CCCCC3)ccc21	-1	-25%	-24%	-4%	-1	9%	2%	26%	6%
CC(C)CC(=O)NC(=S)Nc1cccc2nsnc12	-1	-10%	19%	-1%	0	?	-8%	?	1%
c1ccc(-c2csc3ncn4nnnc4c23)cc1	-3	i	17%	7%	?	6%	-8%	9%	-3%
O=C(NC(c1ccc(-c2ccccc2)cc1)c1cnccn1)C1CCN(Cc2cccs2)CC1 (stereo unspecified)	-16	-22%	0%	1%	8	21%	-18%	?	13%
CC1CCN(c2ccc(C(=O)O)cc2NS(=O)(=O)c2ccc(Br)cc2)CC1	-4	-12%	?	10%	-15	3%	5%	0%	4%
O=C(NCC1(N2CCCCC2)CCCCC1)C1CC(=O)N(c2ccc3c(c2)OCCO3)C1 (stereo unspecified)	0	i	0%	-1%	4	-6%	-7%	5%	-13%
COc1ccc(N2CCN(C(=O)C3CCCN3S(=O)(=O)c3cccc4nsnc34)CC2)cc1 (stereo unspecified)	-4	i	-10%	2%	0	13%	-4%	4%	3%
Cc1ccc(C)c(NC(=O)CN(C)C(=O)c2ccc3ncsc3c2)c1	-15	i	4%	-3%	-5	6%	0%	-6%	-3%
COc1cc(C2OC(=O)C3C(c4ccc(OC(C)=O)c(OC)c4)OC(=O)C23)ccc1OC(C)=O (stereo unspecified)	0	i	22%	0%	5	-9%	-2%	6%	-1%
Cc1ccnc(NC(=O)c2cc(-c3ccc(Cl)s3)nc3ccccc23)c1	-7	i	-24%	-5%	-3	-6%	4%	7.9µM*	6%
CN(C)c1ccc(C(=O)N/N=C/c2cc(Br)cc(Br)c2O)cc1	-4	-18%	?	4%	-21	-8%	-16%	?	7%
CN1CCCN(C(c2ccccc2)c2ccc(Cl)cc2)CC1 (stereo unspecified)	-85&0	-59%[inhibitor]	-27%	5%	-113*	15%	?	?	21%&2%
COc1ccc(NC(=O)CSc2ccc(-c3cccnc3)nn2)cc1	4	-16%	-18%	0%	8	?	-1%	13%	3%
COc1ccccc1CN(Cc1cc2cc(C)cc(C)c2[nH]c1=O)Cc1nnnn1CC1CCCO1 (stereo unspecified)	-1	?	-11%	-9%	20	-13%	?	2%	20%
COc1ccc(CN(C)CC(=O)Nc2c(C)cccc2C)c(OC)c1	-23	-9%	?	0%	3	9%[9.22 µM]	-2%	50%[activator]	19%
